# DT40 TDP1 no CPT = qHTS for Inhibitors of human tyrosyl-DNA phosphodiesterase 1 (TDP1): qHTS in cells in absence of CPT | DT40 Tdp1-/- hTDP1 cells, no CPT, ATP luminescence, 48 h | Potency, µM (titrated, usually from 46.2 µM), for the others: at the highest dose activity change, negative = growth inhibition, usual class: inhibitors | actives 15% (n = 420,000) | AID 686978, 2013; further: nearly all actives have a fitted effect of over 55% in size
#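 A cellular qHTS used chicken DT40 cells lacking endogenous Tdp1 but carrying stably transfected human TDP1. Compounds were applied without camptothecin, and cell growth kinetics were judged by ATP-dependent luminescence after ≥48 hr.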
# TDP1 inh = TDP1 (human) enzyme inhibition; Potency, µM (series often up to 130 µM), inactives show at the top dose activity change, negative = inhibition, usual class: inhibitors; recombinant TDP1, AlphaScreen DNA substrate cleavage; actives 0.28% (n = 350,000); further: nearly all actives have a fitted effect of over 40% in size
# Target sequence (Q9NUW8 whole entry, looked up): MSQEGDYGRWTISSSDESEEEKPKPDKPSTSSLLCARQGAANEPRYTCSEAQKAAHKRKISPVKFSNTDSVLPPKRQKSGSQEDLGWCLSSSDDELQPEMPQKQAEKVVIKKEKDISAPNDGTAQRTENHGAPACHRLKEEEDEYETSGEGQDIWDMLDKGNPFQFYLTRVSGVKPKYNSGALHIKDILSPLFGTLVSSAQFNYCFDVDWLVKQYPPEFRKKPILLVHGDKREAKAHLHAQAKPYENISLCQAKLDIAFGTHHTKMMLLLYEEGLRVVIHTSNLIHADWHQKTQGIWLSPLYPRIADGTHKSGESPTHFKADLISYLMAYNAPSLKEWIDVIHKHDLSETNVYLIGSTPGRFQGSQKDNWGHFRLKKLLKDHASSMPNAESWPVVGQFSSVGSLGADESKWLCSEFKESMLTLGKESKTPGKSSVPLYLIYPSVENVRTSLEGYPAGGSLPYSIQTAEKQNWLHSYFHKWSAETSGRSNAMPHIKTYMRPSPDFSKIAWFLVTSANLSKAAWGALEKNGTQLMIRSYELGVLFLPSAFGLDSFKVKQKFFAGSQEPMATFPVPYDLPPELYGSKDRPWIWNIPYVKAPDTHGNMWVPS
#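 Steps: enzyme plus compound, 15 min RT; add biotin/phosphotyrosine-FITC oligonucleotide (15 nM final), react 5 min; add donor/acceptor beads (10 ug/ml final), 10 min; read AlphaScreen. Tdp1 at 1 nM final.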
# DT40 TDP1 CPT = DT40-hTDP1 cell growth loss with CPT | actives 12% (n = 420,000) | chicken DT40 Tdp1-/-;hTDP1 cells + 20 nM CPT, ATP luminescence, 48 h | Potency, µM (doses to about 46.2 µM), without a hit: at the highest dose activity change, negative = growth inhibition, usual class: inhibitors | AID 686979; further: nearly all actives have a fitted effect of over 55% in size
#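 Chicken DT40 Tdp1-/- cells complemented with human TDP1, 400 cells/well, exposed to compounds plus 20 nM camptothecin for at least 48 h at 37 C; viability read as ATP content by CellTiter-Glo luminescence.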
# Numbers without * were called inactive; ? = inconclusive; / = no result given; [ ] = another dose, or the depositor's remark. The call rests on the fitted dose curve; in most records, active means well fitted curve in the direction sought with a large enough effect; inconclusive means small, poorly fitted or top-dose-only effect, or another doubt; inactive means no such curve, though single readings can be large; an effect the other way counts as inactive or inconclusive. On the % scale 0 is the no-effect control and ±100 the full control effect; potency means the concentration at half of the fitted maximal effect.
SMILES,DT40 TDP1 no CPT,TDP1 inh,DT40 TDP1 CPT
O=C(COc1ccccc1F)Nc1ccc(S(=O)(=O)NCc2ccco2)cc1,18µM*,4%,?
O=C(Cc1ccc(F)cc1)NCc1nc2cccnc2n1Cc1ccc(F)cc1,?,5%,?
CCOC(=O)[C@]12CCCC=C1N(CCC1=CCCCC1)C(=O)[C@H](CC(=O)NCCC(C)C)C2,12µM*,/,15µM*
CC(c1ccccc1)N1C(=O)c2ccc(C(=O)Nc3ccc(Br)cc3C(=O)O)cc2C1=O (centres undefined),?,2%,2.1µM*
Cc1ccc(NC(=O)C2C3C=CC(O3)C2C(=O)O)cc1C (centres undefined),-5%,/,8%
CCCCc1c(C)[nH]c(=S)[nH]c1=O,2%,/,9%
CCOc1ccc(NC(=O)NCc2cccnc2)cc1,14%,3%,?
COC(=O)C(C)Oc1ccc2c(c1)O/C(=C\c1cccc(Br)c1)C2=O (centres undefined),-24%,/,0%
O=C(c1csnn1)N1CCC2(CCCN(c3ccccc3)C2)CC1,?,/,11%
CC1(C(=O)NS(=O)(=O)c2cccc(F)c2)CCN1C(=O)CCc1ccc(Cl)cc1Cl (centres undefined),0%,/,-3%
Cn1nc(C(F)(F)F)c(-c2ccccc2)c1NC(=O)CSCC(=O)O,1%,6%,31%[activator]
Cn1nc(C(C)(C)C)cc1C(=O)N1CCCC(C)(C(=O)NS(=O)(=O)C2CC2)C1 (centres undefined),6.5µM*,/,6.5µM*
CC1CCCN(C(=O)c2ccccc2OC2CCN(S(C)(=O)=O)CC2)C1 (centres undefined),-16%,-6%,8%
Cc1ccc(S(=O)(=O)NNC(=O)CCC(=O)Nc2ccccc2)cc1,-16%,-5%,19%
COc1cc(O)c(C(CCN2CCCC(C)C2)c2ccc3c(c2)OCO3)c(OC)c1 (centres undefined),16µM*,13%,16µM*
Cc1c(Cl)c(C(=O)NC2CCCC2)nn1C,-2%,2%,-5%
O=C(/C=C/c1ccc(F)cc1)Nc1cc(S(=O)(=O)N2CCOCC2)ccc1N1CCCC1,?,5%,-20%
CCCc1nc(SC2CCCC2)c2c(=O)n(C)c(=O)n(C)c2n1,23µM*,5%,23µM*
CCOC(=O)CNc1nc(Cl)nc(Nc2ccc(OC)cc2OC)n1,-24%,/,-7%
Cc1ccc(Cc2c(-c3ccc(C)cc3)nc3c(Cl)cc(C(F)(F)F)cn23)cc1,?,/,?
O=C(/C=C/c1ccncc1)c1ccc2c(c1)OCCO2,15µM*,0%,?
O=C(NCCCN1CCCC1=O)Nc1ccc([N+](=O)[O-])cc1,2%,/,-1%
CCn1nc(C(=O)NNC(=O)c2ccccc2OCc2c(C)noc2C)c2ccccc2c1=O,?,3%,?
CNc1nc(SCC(=O)OC)nc(N2CCOCC2)n1,-18%,6%,-10%
Cc1ccc(NC(=O)N2CCCC2C(=O)Nc2c(C)cc(C)cc2C)cc1 (centres undefined),-12%,/,-1%

# Full records as entered above. Order of values: DT40 TDP1 no CPT, TDP1 inh, DT40 TDP1 CPT
# Cc1ccc(NC(=O)C2C3C=CC(O3)C2C(=O)O)cc1C (centres undefined) as listed: -5%, /, 8%
# COc1cc(O)c(C(CCN2CCCC(C)C2)c2ccc3c(c2)OCO3)c(OC)c1 (centres undefined) as listed: 16µM*, 13%, 16µM*

# The list continues:
SMILES,DT40 TDP1 no CPT,TDP1 inh,DT40 TDP1 CPT
O=C(/C=C/c1ccccc1)NC(=S)Nc1ccccc1O,21µM*,/,?
Cc1ccc(OC(C)C(=O)N2CCc3ccccc32)c([N+](=O)[O-])n1 (centres undefined),-2%,/,1%
COc1ccc(S(=O)(=O)N(CC(=O)Nc2ccccc2C(=O)N2CCOCC2)c2ccc(F)cc2)cc1,?,3%,?
O=C(NC1CCCCCC1)C1CCN(S(=O)(=O)c2ccccc2)CC1,-29%,5%,-4%
CC(C)(C)c1cc(N2CCOCC2)n2ncc(-c3ccc(Cl)cc3)c2n1,13µM*,/,?
Cc1cc(SCC(=O)N/N=C/c2ccccc2C(=O)O)c(C)cc1Br,-8%,1%,-8%
Cc1ccc(CN(Cc2ccco2)C(=O)c2ccccc2Cl)o1,?,12%,23µM*
COc1ccc(N(CC(=O)NC2CCCCC2)C(=O)CCCC(=O)Nc2ccccn2)cc1,-7%,2%,1%
CCOc1ccc(CCNC(=O)c2cc3c(=O)[nH]c4ccc(C)cc4c3s2)cc1OCC,18µM*,9%,4.1µM*
CCOc1ccc(NC(=O)C(CC)n2c(=O)c(-c3ccccc3NC(C)=O)nc3ccccc32)cc1 (centres undefined),?,3%,18µM*
CC(C)n1c(O)c(/C=C2\C=NN=C2c2ccccc2)sc1=S,?,5%,?
CC(C)Oc1ccc(C(=O)NCc2cccs2)cc1,?,3%,?
COc1ccc2cc(CNc3ccccc3)c(=O)n(CC(=O)Nc3ccc(C)cc3C)c2c1,?,8%,?
Cc1cc(C)cc(NC(=O)CCc2c(C)nn(-c3ccc(N4CCCCC4)nn3)c2C)c1,?,2%,?
O=C(NC1(C(F)(F)F)N=C(c2ccccc2)NC1=O)c1ccccc1F (centres undefined),-13%,3%,-1%
CC1(C)SC2c3ccccc3C(=O)N2C1C(=O)O (centres undefined),-19%,/,-7%
COc1cccc(CNC(=O)C2CCN(S(=O)(=O)c3c(C)noc3/C=C/c3cccs3)CC2)c1,23µM*,-2%,?
O=C(COc1ccc(S(=O)(=O)N2CCOCC2)cc1Cl)NC1CC1,-22%,0%,-6%
COc1ccc(NCC(=O)N/N=C(\C)c2cc3ccccc3o2)cc1,?,6%,?
Cc1nc2ccccc2n1CC(O)COc1ccc(C(=O)O)cc1 (centres undefined),9%,/,-18%
OCC1OC(c2ccc(O)cc2O)C(O)C1O (centres undefined),-4%,/,-6%
CN(CCCn1cnc2c(OCc3ccccc3)ncnc21)Cc1ccco1,-14%,/,-22%
COc1ccc(Br)cc1/C=C/C(=O)Nc1ccc2ccccc2c1,?,5%,?
CN(CCOCCOc1ccc2ccccc2c1)Cc1ccccc1,-29%,-3%,-13%
O=C(c1cccc(Br)c1)N1CCN(S(=O)(=O)N2CCCCCC2)CC1,-23%,0%,-19%

# Part of the list above, with values under each structure:
# Screens in order: DT40 TDP1 no CPT, TDP1 inh, DT40 TDP1 CPT
> O=C(c1csnn1)N1CCC2(CCCN(c3ccccc3)C2)CC1
→ ?, /, 11%
> CC1(C(=O)NS(=O)(=O)c2cccc(F)c2)CCN1C(=O)CCc1ccc(Cl)cc1Cl (centres undefined)
→ 0%, /, -3%
> Cn1nc(C(F)(F)F)c(-c2ccccc2)c1NC(=O)CSCC(=O)O
→ 1%, 6%, 31%[activator]

# Next section:
SMILES,DT40 TDP1 no CPT,TDP1 inh,DT40 TDP1 CPT
CC(=O)OCC(OC(C)=O)C(OC(C)=O)C(OC(C)=O)C(=O)Nc1ccccc1 (centres undefined),3%,5%,-2%
CC(C)Oc1ccc(F)cc1-c1cc(C(=O)NCc2ccc(C(F)(F)F)cc2)[nH]n1,?,/,16µM*
CCCC(=O)Nc1ccc(S(=O)(=O)N2CCOCC2)cc1,-3%,7%,-12%
COc1ccc(OC)c(-c2csc(-c3c(N)c(C(=O)c4ccc(Cl)cc4)n4ccccc34)n2)c1,-13%,-8%,7%
CN(C(=O)c1ccc(NC(=O)Cc2cccc(NC(=O)C3CCCN(C(=O)c4ccccc4)C3)c2)cc1)C1CC1 (centres undefined),-12%,/,-2%
Cc1cc(C)c(NC2=NCC(=O)N2C2CCCCC2)c(C)c1,?,1%,-23%
Cc1ccc(-n2ncc3c2CCCC3NC(=O)CCCN2CCCCC2=O)cc1C (centres undefined),?,2%,-20%
COc1cc(OC)c(NC(=O)Cn2cnc3sc(C)c(S(=O)(=O)N4CCN(C)CC4)c3c2=O)cc1Cl,-12%,9%,-14%
CC(C)CNC(=O)COC(=O)c1ccc(F)cc1Cl,2%,8%,4%
c1ccc(-c2nc(NC3CCCC3)c3ccccc3n2)cc1,-26%,/,?
Cc1ccccc1NC(=O)COc1ccccc1C(=O)Nc1ccccc1,-30%,/,-6%
Cc1ccc(NC(=O)C2CCN(S(=O)(=O)c3cc([N+](=O)[O-])ccc3Cl)CC2)nc1,15µM*,-7%,16µM*
CCOC(=O)c1c(NC(=O)CNCCO)sc(C)c1C,?,5%,-6%
Cc1ccc2c(c1)N(CC(=O)NCc1ccco1)C(=O)CO2,-22%,-2%,?
O=C(CCNC(=O)c1ccc([N+](=O)[O-])cc1)NC1CCCc2ccccc21 (centres undefined),-4%,0%,2%
CC1CCCC(n2cnc3cc(C(=O)O)ccc32)C1C (centres undefined),7%,1%,-4%
CC(=O)Oc1ccc2ccccc2c1C(NC(=O)C(C)C)c1cccc([N+](=O)[O-])c1 (centres undefined),?,8%,?
CNc1c(Br)cc(/C=C2\C=Cc3ccccc32)cc1Br,?,/,-9%
CC(C)(C)OC(=O)N1CCC(c2c(C(=O)N3CCN(C4CCCCC4)CC3)cnn2-c2cccc(Cl)c2)CC1,23µM*,-2%,16µM*
CCOC(=O)N1CCN(C(=O)COc2ccccc2OC)CC1,-1%,10%,11%
C=CCn1c(C)cc(C2=NNC(=NC(C)(C)C)SC2)c1C,?,10%,?
O=C(Nc1nc(-c2ccccn2)cs1)c1cccc(-n2cnnn2)c1,4.6µM*,/,5.2µM*
CCC1CCCCN1C(=O)CSc1nnc(-c2ccc(OC)cc2)o1 (centres undefined),21µM*,-3%,?
Cc1ccc(OCC(=O)Nc2cc(S(=O)(=O)N3CCOCC3)ccc2Cl)c([N+](=O)[O-])n1,-5%,2%,-6%
Cc1ncc(N=Nc2ccccc2)c(-c2ccccc2)n1,?,12%,?
# Later entries
SMILES,DT40 TDP1 no CPT,TDP1 inh,DT40 TDP1 CPT
CCn1cc(C(=O)N2CCN(c3ccccc3)CC2)c(=O)c2cc(S(=O)(=O)N(C)C3CCCCC3)ccc21,-26%,-5%,-9%
Cc1nc2c(sc(=S)n2Cc2ccco2)c(=O)n1CC(=O)Nc1ccccc1,?,8%,?
CCOc1ccc(-c2cc(C(=O)NC(C)c3ccccc3)c3ccccc3n2)cc1 (centres undefined),?,3%,?
Cc1cc(=O)[nH]c2ccc(S(=O)(=O)Nc3ccc(O)cc3)cc12,6%,/,11%
CCN(Cc1ccccc1)c1ncnc2c1nnn2C,-21%,3%,-10%
COc1ccc(-c2cn3cc(C(F)(F)F)cc(Cl)c3n2)cc1,18µM*,/,?
Nc1ncc(Br)cc1S(=O)(=O)NCCC(=O)N1CCN(c2ccccc2)CC1,-20%,5%,?
Cc1ccc(OCc2nnc(SCc3ccc(C#N)cc3)n2-c2ccc(C)cc2)cc1,16µM*,0%,?
CCCNC(=O)c1nn2cc(Br)cnc2c1Br,1%,?,-8%
CCN(CCCNC(=O)c1ccc(N2CCCC2=O)cc1)c1cccc(C)c1,-6%,5%,?
C/C(CC1(O)C(=O)N(C)c2ccccc21)=N\O (centres undefined),-6%,2%,-7%
O=C(C1CCN(S(=O)(=O)N2CCCC2)CC1)N1CCCCC1,-24%,2%,-6%
CCC1(c2ccccc2)NC(=O)N(CC(=O)Nc2cc(C(F)(F)F)ccc2N2CCCC2)C1=O (centres undefined),-13%,/,-22%
CCOc1ccccc1NC(=O)C1CCN(S(=O)(=O)c2cccc3nonc23)CC1,?,9%,-12%
COc1cc(NC(=O)C(C)Oc2ccccc2)cc(OC)c1 (centres undefined),-3%,-2%,-19%
COCCCNc1nc2ccccc2nc1NS(=O)(=O)c1cccc(Cl)c1,?,/,?
FC(F)C(F)(F)Oc1cccc(Nc2nccn3c(-c4cccc5cccnc45)cnc23)c1,23µM*,/,26µM*
COc1ccc(C(=O)Nc2noc3ccccc23)cc1,-30%,-1%,-3%
Nc1nonc1C(=O)N/N=C/c1cccc([N+](=O)[O-])c1,-6%,11%,13%
CCOC(=O)CC(NC(=O)CCS(=O)(=O)c1ccc2c(c1)n(C)c(=O)c(=O)n2C)c1ccc(C)cc1 (centres undefined),0%,2%,-8%
COC(=O)C1=C(C)OC(N)=C(C#N)C1c1cc(OC)c(OCC(N)=O)cc1Cl (centres undefined),?,-2%,?
O=C(c1cccc(C(F)(F)F)c1)N1CCC(O)(CS(=O)(=O)Cc2ccccc2)CC1,-2%,-2%,-18%
O=C(Cc1ccc(-c2ccccc2)cc1)NCCN1CCOCC1,2%,4%,0%

# In another format: 6 of the compounds above
# Values in the order: DT40 TDP1 no CPT, TDP1 inh, DT40 TDP1 CPT
- O=C(c1cccc(C(F)(F)F)c1)N1CCC(O)(CS(=O)(=O)Cc2ccccc2)CC1
→ -2%, -2%, -18%
- CCOc1ccccc1NC(=O)C1CCN(S(=O)(=O)c2cccc3nonc23)CC1
→ ?, 9%, -12%
- C/C(CC1(O)C(=O)N(C)c2ccccc21)=N\O (centres undefined)
→ -6%, 2%, -7%
- CCCNC(=O)c1nn2cc(Br)cnc2c1Br
→ 1%, ?, -8%
- FC(F)C(F)(F)Oc1cccc(Nc2nccn3c(-c4cccc5cccnc45)cnc23)c1
→ 23µM*, /, 26µM*
- COc1cc(NC(=O)C(C)Oc2ccccc2)cc(OC)c1 (centres undefined)
→ -3%, -2%, -19%

# Bioassay records: PubChem, National Center for Advancing Translational Sciences (NCATS)
